AmpC detergent: inhibitors of E. coli AmpC beta-lactamase with detergent; P00811; AmpC hydrolysis of nitrocefin, absorbance 480 nm, 0.01% Triton; Potency, µM (highest dose often 114 µM), without a hit: top-dose activity change, negative = inhibition, actives largely listed as inhibitors; actives 0.041% (n = 370,000);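 also: potency is read from the fitted curve at half-maximal effect; 0% = no-compound wells and -100% = no-enzyme wells; nearly all actives have a fitted effect of over 25% in size; some results filed as inactive show a strong effect at the top dose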
Target sequence (P00811 whole entry, looked up): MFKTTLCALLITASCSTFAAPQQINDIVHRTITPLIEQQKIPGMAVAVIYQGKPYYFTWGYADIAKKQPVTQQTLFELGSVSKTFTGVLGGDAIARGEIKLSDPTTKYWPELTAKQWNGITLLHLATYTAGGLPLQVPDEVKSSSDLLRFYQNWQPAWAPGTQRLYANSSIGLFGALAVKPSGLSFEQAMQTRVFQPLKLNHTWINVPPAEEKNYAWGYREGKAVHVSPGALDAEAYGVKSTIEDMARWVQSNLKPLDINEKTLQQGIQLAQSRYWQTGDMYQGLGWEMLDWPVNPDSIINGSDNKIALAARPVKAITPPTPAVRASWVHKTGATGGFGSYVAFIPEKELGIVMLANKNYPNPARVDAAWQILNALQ
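20 mM phosphate pH 7.0 + 0.01% (detergent screen) or 0.0001% Triton X-100; 5.3 nM AmpC reagent; cpd preinc 15 min RT; nitrocefin (800 uM stock) to start; A480 q20 s × 4 min; Activity was normalised to no-enzyme and no-compound control wells.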
HCMV inh: human cytomegalovirus inhibition; activity change, negative = inhibition, % at 57.5 µM; HFF cells, HCMV-luciferase reporter, 72 h; active compounds read low; AID 1259415; actives 4.5% (n = 410,000); in the data active = activity change below about -60%; inconclusive = no clear call, values can overlap the other calls; inactive = above about -39%
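Two-dose cell screen: HFF monolayers treated with compounds and infected with luciferase-expressing HCMV at 1 PFU/cell, 72 h at 37C, then lysed for luciferase measurement.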
Sm TGR block: inhibitors of Schistosoma mansoni thioredoxin glutathione reductase | purified TGR, DTNB reduction, TNB absorbance 405 nm | Potency, µM (highest dose often 114 µM), for inactives: at the top dose activity change, negative = inhibition, hits mostly inhibitors | actives 3% (n = 360,000); also: potency is read from the fitted curve at half-maximal effect; nearly all actives have a fitted effect of over 60% in size
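TGR 20 nM + NADPH 100 uM (dispensed conc.), cpd preinc 15 min RT; start with NADPH (500 uM addition) then DTNB (15 mM addition). Kinetic TNB absorbance, 405 nm filter. Four-parameter Hill fit across titration.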
FBPA Giardia inh: Giardia lamblia aldolase inhibition | purified Giardia FBPA | Potency, µM (series often up to 59.6 µM), without a hit: at the top dose activity, negative = inhibition, actives largely listed as inhibitors | actives 0.71% (n = 290,000) | AID 2451; also: potency is read from the fitted curve at half-maximal effect; nearly all actives have a fitted effect of over 55% in size
Target sequence (A8B2U2 whole entry, looked up): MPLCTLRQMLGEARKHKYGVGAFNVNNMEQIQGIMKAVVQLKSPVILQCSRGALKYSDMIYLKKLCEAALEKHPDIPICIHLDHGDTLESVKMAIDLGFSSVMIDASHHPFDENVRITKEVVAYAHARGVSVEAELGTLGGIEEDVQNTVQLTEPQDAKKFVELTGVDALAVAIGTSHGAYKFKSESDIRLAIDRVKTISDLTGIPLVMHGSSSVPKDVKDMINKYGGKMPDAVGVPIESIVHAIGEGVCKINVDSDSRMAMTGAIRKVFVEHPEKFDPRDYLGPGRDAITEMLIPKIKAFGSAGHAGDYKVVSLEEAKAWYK
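40 nM FBPA preincubated 10 min at RT with compound (up to 57.5 uM final), then substrate plus GAPDH/TPI/NAD/arsenate coupling and diaphorase/resazurin added. Fluorescence read after 20 min at RT, 525/598 nm.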
HCV inh: inhibitors of hepatitis C virus infection | Huh7.5.1 HCVcc-Cre infection, luciferase reporter, 44 h | Potency, µM (titrated, usually from 41.8 µM), for the others: top-dose activity change, negative = inhibition, most hits filed as inhibitors | actives 3.4% (n = 340,000) | AID 651820; also: potency is read from the fitted curve at half-maximal effect
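Whole-lifecycle infectious HCVcc-Cre system; cells 1,000/well, compound then virus (~0.5 moi) added 4 h after plating, 44 h culture. Luciferase read 15 sec following 15 min substrate incubation, room temp.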
AmpC no deterg: inhibitors of E. coli AmpC beta-lactamase without detergent | AmpC nitrocefin hydrolysis, absorbance 480 nm, 0.0001% Triton | Potency, µM (doses to about 57.1 µM), for inactives: top-dose activity change, negative = inhibition, actives largely listed as inhibitors | actives 0.52% (n = 330,000) | AID 485341;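 also: potency is read from the fitted curve at half-maximal effect; plate controls were no compound for no effect and no enzyme for full effect; nearly all actives have a fitted effect of over 20% in size; some results filed as inactive show a strong effect at the top dose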
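AmpC (5.3 nM in the dispensed reagent) in 20 mM phosphate pH 7.0 with 0.01% (detergent screen) or 0.0001% Triton X-100 was preincubated with compounds for 15 min at room temperature. Nitrocefin was then added from an 800 uM solution, and hydrolysis was followed at 480 nm.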
Active calls of the source: *; u = inconclusive; x = no result given; & = joins results of further samples; [ ] = remark or other dose. Unless noted, calls follow the shape of the dose curve; as a rule, active = well fitted curve in the direction sought with a large enough effect; inconclusive = small, poorly fitted or top-dose-only effect, or another doubt; inactive = no such curve, though single readings can be large; an effect the other way counts as inactive or inconclusive. Unless noted, % is scaled to controls: 0 for no effect and ±100 for the full control effect.

nr	SMILES	AmpC detergent	HCMV inh	Sm TGR block	FBPA Giardia inh	HCV inh	AmpC no deterg
1	CCOc1ccc(N2CC(NC(=O)c3ccc4c(c3)OCO4)CC2=O)cc1 (centres undefined)	-1%	22	1%	x	x	x
2	CCn1c(SCC(=O)Nc2nccs2)nnc1-c1ccc(C)cc1	-1%	-14	-18%	-1%	-4%	-20%
3	O=C1c2ccccc2C(=O)N1CC(O)Cn1nnc2ccccc21 (centres undefined)	-8%	-1	3%	3%	14%	-15%
4	CSc1nc2sc(-c3ccccc3)cc2c(=O)n1N	u	140	-6%	3%	-4%	-16%
5	CC(=O)N1CCCc2cc(S(=O)(=O)CCC(=O)Nc3cccc(C)c3C)ccc21	-4%	-16	-11%	15%	-5%	14%
6	CCN1C(=O)[C@H]2[C@@H](c3ccc(C)cc3)N3C(=O)N(c4ccccc4)C(=O)[C@@]3(C)[C@H]2C1=O	-10%	-13	4%	8%	22%	-3%
7	CCN(C(=O)CCNC(=O)Cn1cnc2ccccc2c1=O)c1cccc(Cl)c1	-5%&12%	6&11	-3%&5%	-1%	-1%	46%
8	COc1cccc(C(=O)NCCSc2c(C)[nH]c3ccccc23)c1OC	-4%	-32	-5%	-10%	13µM*	-19%

More records follow:
nr	SMILES	AmpC detergent	HCMV inh	Sm TGR block	FBPA Giardia inh	HCV inh	AmpC no deterg
9	O=[N+]([O-])c1cc2c(c(CSc3nnc(Nc4ccccc4)s3)c1)OCOC2	3%	u	-16%	-4%	u	-23%
10	Cn1c(SCc2ccccc2Cl)nc2c1c(=O)[nH]c(=O)n2C	u	-13	-5%	-7%	3%	-32%
11	COc1ccc2cc(CNc3ccc(C)cc3)c(=O)n(CC(=O)Nc3ccc(C)cc3Cl)c2c1	11%	17	1%	x	x	x
12	O=C(COc1ccc([N+](=O)[O-])cc1)Nc1ccc2c(c1)nc1n2CCOC1	-3%	0	-15%	14%	-18%	-10%
13	COc1cc(NC(=O)c2cc(OC)c(OC)c(OC)c2)cc(-n2cnnn2)c1	-6%	27	4%	5%	-13%	-6%
14	Cn1nnnc1SCC(=O)Nc1ccccc1C(=O)NC1CC1	8%	36	-11%	1%	-3%	-5%
15	C=CCn1c(CCNC(=O)c2cccs2)n[nH]c1=S	-4%	49	4%	-16%	-1%	-19%
16	O=C(COCc1cc(-c2cccs2)on1)NCc1cccc(Cl)c1	18%	6	-3%	x	x	x

Single records, as listed above. Order of values: AmpC detergent, HCMV inh, Sm TGR block, FBPA Giardia inh, HCV inh, AmpC no deterg
`O=[N+]([O-])c1cc2c(c(CSc3nnc(Nc4ccccc4)s3)c1)OCOC2` is listed with 3%, u, -16%, -4%, u, -23%
`Cn1nnnc1SCC(=O)Nc1ccccc1C(=O)NC1CC1` is listed with 8%, 36, -11%, 1%, -3%, -5%
`COc1ccc2cc(CNc3ccc(C)cc3)c(=O)n(CC(=O)Nc3ccc(C)cc3Cl)c2c1` is listed with 11%, 17, 1%, x, x, x
`C=CCn1c(CCNC(=O)c2cccs2)n[nH]c1=S` is listed with -4%, 49, 4%, -16%, -1%, -19%

(continued)
nr	SMILES	AmpC detergent	HCMV inh	Sm TGR block	FBPA Giardia inh	HCV inh	AmpC no deterg
17	O=C(CN1C(=O)C2(OCCCO2)c2ccccc21)NCCc1ccccc1	-10%	36	-26%	5%	15%	-1%
18	CC(C)c1ccc(/C=N/NC(=O)CCNC(=O)c2ccccc2)cc1	-12%	5	-2%	8%	-2%	-6%
19	CN(CC(=O)Nc1ccccc1Cl)C(=O)COC(=O)c1cc([N+](=O)[O-])ccc1N1CCOCC1	u	-13	-8%	x	u	42%
20	C[N+]12CCC(CC1)C(C(O)(c1ccccc1)c1cccs1)C2 (centres undefined)	-1%	-8	0%	-1%	6%	u
21	COc1ccc(NC(=O)CSc2n[nH]c(C(C)C)n2)c([N+](=O)[O-])c1	u	40	0%	10%	-12%	-12%[11.4 µM]
22	CCC(=O)N(C)C(c1ccccc1Cl)c1nnnn1-c1c(C)cccc1C (centres undefined)	-8%	-24	-19%	5%	5%	3%
23	CN(C(=O)CSc1cn(CC(=O)N2CCCCC2)c2ccccc12)c1ccccc1	-2%	-5	4%	x	x	x
24	CNC(=O)c1sc(N2N=C3/C(=C/c4ccccc4)CCCC3C2c2ccccc2)nc1C (centres undefined)	-8%	-39	-11%	-10%	10µM*	2%

Next structures follow.
nr	SMILES	AmpC detergent	HCMV inh	Sm TGR block	FBPA Giardia inh	HCV inh	AmpC no deterg
25	Cc1cc(C(=O)CN2CCCC2)c(C)n1-c1ccc(F)cc1	9%	-5	45µM*	-1%	-6%	-5%
26	Cc1ccc2c(C)c(C(=O)NCC(c3ccc(Cl)cc3)N3CCOCC3)oc2c1 (centres undefined)	12%	7	-12%	x	x	x
27	Cc1cccc(NC(=O)C2CCN(S(=O)(=O)c3ccc4c(c3)OCCO4)CC2)n1	0%	u	-4%	x	-9%	-25%
28	O=C(NCc1ccc2c3c(cccc13)C(=O)N2)c1cccs1	7%	9	10%	2%	10%	-27%
29	CCO[C@H]1OC(C(=O)Nc2ccccc2)=C[C@@H](c2coc3ccccc3c2=O)[C@@H]1CCCO	-8%	59	-6%	-2%	-20%	148%[activator]
30	O=C(CN1CCN(c2ccc([N+](=O)[O-])cc2)CC1)Nc1ccccn1	u	u	1%	0%	u	-16%
31	COc1cccc(C(=O)c2cn(CC(=O)Nc3ccc4c(c3)OCCO4)c3nc(C)ccc3c2=O)c1	u	19	-8%	x	x	x
32	COc1cc(C)c(CN2CCC(n3nccc3NC(=O)C3CC3)CC2)cc1C	u	-7	9%	x	-16%	-20%

(next part)
nr	SMILES	AmpC detergent	HCMV inh	Sm TGR block	FBPA Giardia inh	HCV inh	AmpC no deterg
33	Cc1ccc(S(=O)(=O)N[C@@H](Cc2ccccc2)C(=O)CCl)cc1	-9%	21	11µM*	2%&-4%	-15%	-25%
34	Cc1cccc(C(C)C)c1NC(=O)CN(C)Cc1cccc(F)c1	-8%	u	-2%	3%	-3%	37%
35	S=C(NCc1ccc(Cl)cc1)N1CCN(c2ccccn2)CC1	-2%	11	23%	1%	-13%	-27%
36	O=C(c1ccc2c(c1)CCCC2)N1CCN(c2nc3ccc(F)cc3s2)CC1	3%	-15	0%	x	x	x
37	CC(CNC1CCCCC1)OC(=O)c1ccccc1 (centres undefined)	u	u	-9%	x	0%	-4%
38	O=C(N/N=C/c1c(O)ccc2ccccc12)c1ccc[n+](CCO)c1	3%	-10	1%	4%	11%	-3%
39	COc1ccc(CC(=O)N(C)CC(=O)Nc2ccccc2Cl)cc1S(=O)(=O)N1CCOCC1	-2%	7	-16%	x	13%	4%
40	Cc1ccc([N+](=O)[O-])c(OCCN2C(=O)NC(C)(C)C2=O)c1	-1%	-38	1%	-5%	-3%	-1%

Next section
nr	SMILES	AmpC detergent	HCMV inh	Sm TGR block	FBPA Giardia inh	HCV inh	AmpC no deterg
41	CC(C)CC(NC(=O)c1ccccc1NC(=O)c1ccccc1)C(=O)O (centres undefined)	2%	-9	-7%	9%	13%	-21%
42	COc1ccc(C(=O)NC(=S)Nc2nc(-c3ccc(OC)c(Br)c3)cs2)cc1Br	-1%	4	6%	x	u	-30%
43	O=C(CNC(=O)c1ccc(Br)o1)NC1CCCCC1	5%	26	-9%	1%	2%	-10%
44	Cc1cccc(N2CCN(C(=O)N3CCCCC3)CC2)c1C	3%	8	70%[activator]	5%	-9%	55%
45	CCOC(=O)C(NC(=O)CC)(Nc1ccc(C(O)(C(=O)OCC)C(F)(F)F)cc1C)C(F)(F)F (centres undefined)	2%	-20	11%	x	-4%	102%[activator]
46	COc1ccc(OC)c(NC(=O)CSc2nnc(Cn3c(=O)sc4ccccc43)n2C)c1	u	27	1%	-2%	u	9%
47	COc1ccc2c(c1)nc(SCC(O)c1ccccc1)n2C (centres undefined)	-2%	u	x	-7%	4%	-18%
48	CCC1(c2ccccc2)NC(=O)N(CC(=O)N(C)CC(=O)Nc2ccc(F)c(F)c2F)C1=O (centres undefined)	-1%	-2	-11%	x	-14%	18%

5 of the compounds above, in transposed form.
#41 CC(C)CC(NC(=O)c1ccccc1NC(=O)c1ccccc1)C(=O)O (centres undefined)
#42 COc1ccc(C(=O)NC(=S)Nc2nc(-c3ccc(OC)c(Br)c3)cs2)cc1Br
#43 O=C(CNC(=O)c1ccc(Br)o1)NC1CCCCC1
#44 Cc1cccc(N2CCN(C(=O)N3CCCCC3)CC2)c1C
#45 CCOC(=O)C(NC(=O)CC)(Nc1ccc(C(O)(C(=O)OCC)C(F)(F)F)cc1C)C(F)(F)F (centres undefined)

entry no. | 41 | 42 | 43 | 44 | 45
AmpC detergent | 2% | -1% | 5% | 3% | 2%
HCMV inh | -9 | 4 | 26 | 8 | -20
Sm TGR block | -7% | 6% | -9% | 70%[activator] | 11%
FBPA Giardia inh | 9% | x | 1% | 5% | x
HCV inh | 13% | u | 2% | -9% | -4%
AmpC no deterg | -21% | -30% | -10% | 55% | 102%[activator]

Continuation.
nr	SMILES	AmpC detergent	HCMV inh	Sm TGR block	FBPA Giardia inh	HCV inh	AmpC no deterg
49	CCCOc1ccc(C2C(C(=O)c3ccc(C)o3)=C(O)C(=O)N2CCN2CCOCC2)cc1OC (centres undefined)	0%	-21	40µM*	-21%	6%	45%
50	CCn1c(Cc2ccccc2)nnc1SCC(=O)Nc1ccc(N2CCOCC2)c(Cl)c1	0%	18	0%	-6%	u	67%[activator]
51	CCC(=O)OC1(c2cccc(C)c2)CC(C)N(C)CC1C (centres undefined)	-11%	-23	8%	-10%	-8%	-14%
52	CC(=O)c1cccc(NC(=O)N2CCCC2C(=O)Nc2cccc(C)c2C)c1 (centres undefined)	-8%	13	0%	3%	-10%	-4%
53	CCNC(=S)N1CCN(Cc2ccc3c(c2)OCO3)CC1	-1%	-22	16%	5%	-1%	2%
54	COC(=O)c1cc(OC)c(OC)cc1NC(=O)Nc1ccc(OC)cc1OC	0%	-2	-9%	2%	24%	46%
55	CCOC(=O)N1CCN(C(=O)c2cccc(S(=O)(=O)Nc3ccc(Br)cc3)c2)CC1	7%	-8	-1%	x	0%	26%
56	COc1ccc(NS(=O)(=O)c2ccc(OC)c(OC)c2)cc1OC	-3%	20	-15%	2%	19%	-15%

(continued)
nr	SMILES	AmpC detergent	HCMV inh	Sm TGR block	FBPA Giardia inh	HCV inh	AmpC no deterg
57	O=C1NCCN1Cc1ccc(Cl)cc1	-3%	25	-2%	-6%	17%	-15%
58	CCCS(=O)(=O)c1c(S(=O)(=O)CCC)c2cc(-c3ccncc3)ccn2c1C(=O)OC	-4%	160	-19%	-7%	-28%	202%[activator]
59	O=S(=O)(NCCc1csc2nc(-c3ccc(F)cc3)nn12)c1ccc(Br)cc1	0%	1	6%	x	x	x
60	Cc1cc(C)nc(/N=C/c2c(O)n(C)c(=O)n(C)c2=O)n1	1%	x	-3%	0%	x	-2%
61	CCn1ncc(CNC(=O)CCCSc2nc(-c3ccco3)cc(C(F)(F)F)n2)c1C	0%	-13	40µM*	5%	u	206%[activator]
62	C=CC[C@@H](CC(=O)N(CCO)Cc1ccccc1)C(=O)N[C@H](COC(=O)[C@@H](CC=C)CC(=O)OC(C)(C)C)Cc1ccccc1	x	-3	x	x	u	236%[activator]
63	Nc1sc2c(c1C(=O)NC1CC1)CCCC2	x	-18	x	x	-2%	-27%
64	COC(=O)c1ccc(NC(=O)COC(=O)CCC2CCCC2)cc1	13%	0	7%	x	1%	-9%
